Screening data from PubChem BioAssay.
NR2F2 inh = NR2F2 (human) inhibition, primary screen. 370,000 compounds, 0.7% hits. AID 686940. HEK293T NGFI-A luciferase reporter, luminescence. P24468. inhibition, % at 8.6 µM;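 active = inhibition above a per-plate cutoff, mean inhibition of test wells between control levels plus 3 SD, cut at about 38% in these data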;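 note: cells cotransfected with COUP-TFII expression vector driving the NGFI-A reporter; 0% = median of COUP-TF2 test wells and 100% = reporter-only cells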
SRC3 inh = human NCOA3 inhibition | inhibition, % at 3.6 µM | Q9Y6Q9 | 360,000 compounds, 0.17% hits | HEK293 GAL4-SRC3 luciferase reporter, luminescence;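 active = inhibition above a per-campaign cutoff, the mean of all compounds plus 3 SD, cut at about 60% in these data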;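 note: 0% = DMSO-treated cells and 100% = gossypol-treated cells at 36 µM; higher means less SRC3-driven luciferase light from the GAL4 reporter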
LRH-1 inv ag = inverse agonists of human LRH-1 (NR5A2). O00482. 360,000 compounds, 0.13% hits. HEK293T StAR-luciferase reporter, LRH-1 transfected, 24 h. inhibition, % at 3.6 µM. AID 602396;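 active = inhibition above the mean inhibition of all tested compounds plus 3 SD, cut at about 73% in these data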;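 note: 0% = DMSO wells and 100% = reporter-only cells lacking LRH-1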
TROY signal inh = TROY signaling inhibition | Q293 LMP1-TROYcd NF-kB luciferase reporter, 4 h | inhibition, % at 10 µM | 360,000 compounds, 0.98% hits;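 active = compounds whose plate-normalised and pattern-corrected inhibition of the luciferase reporter signal at the single screening dose is 50% or more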
SRC1 inh = human NCOA1 inhibition; Q15788; HEK293 GAL4-SRC1 luciferase reporter, luminescence; inhibition, % at 3.6 µM; 360,000 compounds, 0.12% hits; AID 588354;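 active = inhibition above the campaign mean plus 3 SD, with each screening campaign given its own cutoff, cut at about 60% in these data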;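 note: 0% = DMSO treated cells and 100% = gossypol at 36 µM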
Exocytosis inh = blocks lytic granule exocytosis; TALL-104 LAMP-1 surface exposure, flow cytometry; cells stimulated with thapsigargin and PMA; AID 651702; 360,000 compounds, 0.66% hits; inhibition, % at 10 µM;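 active = inhibition above about 55%, limit read from the data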
TLR9-MyD88 inh = blocks human TLR9 binding to MyD88; AID 504734; CHO BLA complementation TLR9-MyD88, CCF4 FRET ratio; Q9NR96+Q99836; 340,000 compounds, 0.21% hits; inhibition, % at 4.98 µM;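 active = inhibition above the mean over all tested compounds plus 3 SD, cut at about 21% in these data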;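 note: 0% = DMSO only wells and 100% = clavulanate BLA inhibitor control wells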
TWEAK-Fn14 inh = inhibitors of TWEAK-Fn14 interaction signaling; TWEAK-stimulated Fn14 reporter cells, luciferase luminescence, 8 h; inhibition, % at 10 µM; 360,000 compounds, 2% hits; AID 1159606; in the data active = inhibition above about 50%
ABHD5-PLIN5 inh = blocks binding of human ABHD5 to perilipin-5; inhibition, % at 4 µM; AID 602281; Split G. princeps luciferase complementation, luminescence, 4 h; Q00G26+Q8WTS1; 360,000 compounds, 0.78% hits;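 active = inhibition above the mean inhibition across every tested compound plus 3 SD, cut at about 22% in these data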;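 note: 0% = DMSO only wells and the 100% control is not disclosed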
NCOA2 inhibitor = human SRC2 (NCOA2) inhibition | Q15596 | HEK293 GAL4-SRC2 luciferase reporter, luminescence | inhibition, % at 9 µM | 370,000 compounds, 0.17% hits | AID 651957;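 active = inhibition above the mean inhibition of all tested compounds plus 3 SD, set per campaign, cut at about 52% in these data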;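 note: 0% = DMSO treated cells and 100% = cells given Gossypol at 36 µM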
Target sequence (Q15596 whole entry, looked up, the tested form may be a part): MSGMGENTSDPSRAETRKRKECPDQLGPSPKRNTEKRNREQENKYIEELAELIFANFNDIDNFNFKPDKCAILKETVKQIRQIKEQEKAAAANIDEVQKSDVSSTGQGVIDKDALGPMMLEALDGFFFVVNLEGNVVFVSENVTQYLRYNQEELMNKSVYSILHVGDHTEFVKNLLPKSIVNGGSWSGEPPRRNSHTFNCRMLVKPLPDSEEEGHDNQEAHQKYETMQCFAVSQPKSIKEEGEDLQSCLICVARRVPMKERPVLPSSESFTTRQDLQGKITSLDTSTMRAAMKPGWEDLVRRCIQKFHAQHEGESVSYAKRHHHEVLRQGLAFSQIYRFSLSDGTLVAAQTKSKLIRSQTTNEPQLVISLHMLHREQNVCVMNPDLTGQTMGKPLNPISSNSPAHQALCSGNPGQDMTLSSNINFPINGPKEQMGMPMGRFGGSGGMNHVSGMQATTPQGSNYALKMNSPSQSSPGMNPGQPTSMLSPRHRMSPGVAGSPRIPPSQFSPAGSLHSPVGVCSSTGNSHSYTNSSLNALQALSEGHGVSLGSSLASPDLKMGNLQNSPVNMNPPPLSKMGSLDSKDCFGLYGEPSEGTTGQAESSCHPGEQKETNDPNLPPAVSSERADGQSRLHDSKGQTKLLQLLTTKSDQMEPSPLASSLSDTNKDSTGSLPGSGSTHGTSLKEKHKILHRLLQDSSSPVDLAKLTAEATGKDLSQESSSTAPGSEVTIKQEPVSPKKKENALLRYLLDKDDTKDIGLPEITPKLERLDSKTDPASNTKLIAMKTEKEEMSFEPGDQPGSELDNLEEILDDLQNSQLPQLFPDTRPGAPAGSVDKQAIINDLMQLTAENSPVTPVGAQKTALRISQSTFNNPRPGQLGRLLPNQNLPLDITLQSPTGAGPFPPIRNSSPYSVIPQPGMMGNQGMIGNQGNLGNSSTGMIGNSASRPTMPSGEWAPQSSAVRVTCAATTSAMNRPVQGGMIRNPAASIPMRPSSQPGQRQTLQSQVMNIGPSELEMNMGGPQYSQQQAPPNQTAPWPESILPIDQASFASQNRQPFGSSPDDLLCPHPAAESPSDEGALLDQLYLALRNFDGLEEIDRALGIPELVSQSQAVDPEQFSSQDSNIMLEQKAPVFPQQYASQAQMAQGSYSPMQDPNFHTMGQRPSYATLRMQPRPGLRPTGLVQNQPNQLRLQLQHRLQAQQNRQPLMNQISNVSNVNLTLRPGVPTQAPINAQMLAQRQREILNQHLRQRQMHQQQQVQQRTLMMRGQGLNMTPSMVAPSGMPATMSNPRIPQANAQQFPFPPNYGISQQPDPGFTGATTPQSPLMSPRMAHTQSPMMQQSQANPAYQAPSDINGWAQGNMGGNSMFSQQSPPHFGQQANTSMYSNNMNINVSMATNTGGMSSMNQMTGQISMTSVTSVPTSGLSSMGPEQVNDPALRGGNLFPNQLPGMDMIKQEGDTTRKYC
NOD2 RIPK2 PPI = NOD2-RIPK2 protein interaction inhibition; O43353; CHO BLA complementation NOD2-RIPK2, CCF4 ratio; inhibition, % at 4.98 µM; 360,000 compounds, 0.38% hits; in the data active = inhibition above about 21%;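 note: 0% = vehicle only and 100% = reference blocker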
* = called active by the depositor; x = no result given. Some of the compounds tested; rates above refer to the full screens.

SMILES	NR2F2 inh	SRC3 inh	LRH-1 inv ag	TROY signal inh	SRC1 inh	Exocytosis inh	TLR9-MyD88 inh	TWEAK-Fn14 inh	ABHD5-PLIN5 inh	NCOA2 inhibitor	NOD2 RIPK2 PPI
CC(Cl)C(=O)Nc1ncc(C(F)(F)F)cc1Cl (stereo not given)	-9	7	55	-6	1	-1	0	14	-4	3	2
Cn1c(=O)c2[nH]c(N3CCCCC3)nc2n(C)c1=O	6	-8	-1	-6	3	13	6	8	3	-7	-10
COc1cccc(CNC(=O)Cn2nc(C)c3c(C)n(-c4ccc(C)cc4)nc3c2=O)c1OC	-11	-4	1	7	-12	15	-1	13	0	11	1
CCc1nc(C)cn1S(=O)(=O)c1cc([N+](=O)[O-])ccc1Cl	9	9	8	1	-7	-2	-2	-5	4	18	-11
CC(=O)N1c2ccc(S(=O)(=O)N3CCC(C(=O)N4CCN(c5ccc(Cl)cc5)CC4)CC3)cc2CC1C (stereo not given)	44*	9	3	11	-5	-2	0	25	6	30	-3
CN(CCOC(=O)c1cccc(F)c1)Cc1ccccc1	-4	-5	-7	-12	3	0	-5	-6	-2	-4	-7
Cc1cc(/C=C(\C#N)C(=O)Nc2ccc(F)cc2)c(C)n1-c1ccc(N2CCOCC2)c([N+](=O)[O-])c1	8	19	-2	38	2	0	-8	53*	-4	-17	-8
O=C(O)c1ccc(-n2cc(C(=O)c3ccccc3O)cn2)cc1	-9	-13	3	-28	-34	-6	-10	8	6	-13	1
COc1ccccc1-c1cc(C(=O)Nc2c(C)n(C)n(-c3ccccc3)c2=O)no1	7	6	1	-13	3	1	5	5	1	15	-13
O=C(C=Cc1cccc(O)c1)c1ccccc1O	-9	-25	5	-16	-12	-6	-4	65*	45*	-3	3
CC1CC2(C)Oc3ccccc3C3OCC1(CO)C(C)C32 (stereo not given)	18	3	-22	6	-16	14	-3	-10	3	-1	-2
O=S(=O)(c1cccc(-c2n[nH]c(=S)n2-c2ccccc2Cl)c1)N1CCOCC1	-20	-19	-20	48	-72	-3	-7	28	1	-12	2
Cc1cccc(C2Nc3ccccc3C(=O)N2CCc2ccccc2)n1 (stereo not given)	-15	-17	-14	-62	-13	-2	-1	-6	-11	-22	-5
Cc1ccc(C)c(NC(CC(=O)c2ccccc2)C(=O)OCC(=O)c2cccs2)c1 (stereo not given)	-7	11	-27	-7	-3	6	-10	-32	5	-5	-11
O=C(NC1CCCC1)c1ccc(COc2ccccc2Br)o1	11	-43	3	-21	-13	-10	-2	-6	11	-19	5
CCC1CCCCN1Cc1c(O)ccc2c(=O)c(-c3ccccc3OC)coc12 (stereo not given)	-6	14	13	-5	-1	3	0	-4	-1	-15	-8
CC(C(=O)Nc1ccc2c(c1)OCCO2)N1Cc2ccccc2C1=O (stereo not given)	-4	5	10	15	7	6	2	27	7	19	-6
COc1cccc(-c2cc(C(=O)O)[nH]n2)c1	0	15	1	-10	4	2	-2	3	-4	21	-5
COc1cccc(/C=C2/SC(=S)N(CCCC(=O)Nc3ccc(O)cc3)C2=O)c1	32	29	34	1	13	12	1	15	11	53*	0
O=C1CC2(CCCC2)Oc2ccc(Cl)cc21	1	-17	0	9	-6	-8	7	-2	-2	-19	-1
O=C(CSC1CC(=O)N(c2ccc(C(=O)O)cc2)C1=O)Nc1ccc2ccccc2c1 (stereo not given)	20	4	12	-9	-9	-3	0	-20	1	-7	2
COc1cccc(CN2CC(C(=O)N3CCCCCCC3)CCC2=O)c1 (stereo not given)	-22	-40	-11	-13	1	1	1	19	-3	18	-4
O=C(COC(=O)c1ccc(Cl)nc1)Nc1ccc2c(c1)CCC2	-12	-12	-23	-2	0	0	-2	7	7	-7	4
COc1cccc(NC(=O)CN(C)C(=O)c2c(C)nn(CC(C)C)c2Cl)c1	-5	-1	-5	-22	-11	4	-13	5	-2	-11	-6
CCOc1ccccc1N1CCN(C(=O)CN2C(=O)NC3(CCCC3)C2=O)CC1	-9	17	-7	-4	-10	0	3	9	11	9	7
CC1CCCCC12NC(=O)N(CC(=O)Nc1ccc3[nH]c(=O)[nH]c3c1)C2=O (stereo not given)	2	-15	-3	-11	-5	-1	4	3	8	9	-18
Cc1cc(C)c(OCCOCCN2CCCC2)c(C)c1	-5	5	7	8	4	0	-2	-21	-2	16	-1
Nc1ncnc2c(C3OC(CO)C(O)C3O)scc12 (stereo not given)	67*	84*	96*	65*	66*	10	-5	100*	-7	51	7
O=S(=O)(NCC1CCCO1)c1ccc2c(c1)OCCO2 (stereo not given)	3	7	-6	-17	13	-2	-1	1	-2	10	3
O=C(Nc1nnc(-c2ccc(Cl)cc2)o1)Nc1ccccc1F	-10	6	-44	-18	-13	4	-1	3	-5	-8	0

Exported with each value named: part of the list above.
SMILES: Cc1cc(C)c(OCCOCCN2CCCC2)c(C)c1
  NR2F2 inh: -5
  SRC3 inh: 5
  LRH-1 inv ag: 7
  TROY signal inh: 8
  SRC1 inh: 4
  Exocytosis inh: 0
  TLR9-MyD88 inh: -2
  TWEAK-Fn14 inh: -21
  ABHD5-PLIN5 inh: -2
  NCOA2 inhibitor: 16
  NOD2 RIPK2 PPI: -1
SMILES: Nc1ncnc2c(C3OC(CO)C(O)C3O)scc12 (stereo not given)
  NR2F2 inh: 67*
  SRC3 inh: 84*
  LRH-1 inv ag: 96*
  TROY signal inh: 65*
  SRC1 inh: 66*
  Exocytosis inh: 10
  TLR9-MyD88 inh: -5
  TWEAK-Fn14 inh: 100*
  ABHD5-PLIN5 inh: -7
  NCOA2 inhibitor: 51
  NOD2 RIPK2 PPI: 7

3 records drawn at random from those above:
SMILES	NR2F2 inh	SRC3 inh	LRH-1 inv ag	TROY signal inh	SRC1 inh	Exocytosis inh	TLR9-MyD88 inh	TWEAK-Fn14 inh	ABHD5-PLIN5 inh	NCOA2 inhibitor	NOD2 RIPK2 PPI
O=C(COC(=O)c1ccc(Cl)nc1)Nc1ccc2c(c1)CCC2	-12	-12	-23	-2	0	0	-2	7	7	-7	4
COc1cccc(NC(=O)CN(C)C(=O)c2c(C)nn(CC(C)C)c2Cl)c1	-5	-1	-5	-22	-11	4	-13	5	-2	-11	-6
O=C(Nc1nnc(-c2ccc(Cl)cc2)o1)Nc1ccccc1F	-10	6	-44	-18	-13	4	-1	3	-5	-8	0

New compounds follow
SMILES	NR2F2 inh	SRC3 inh	LRH-1 inv ag	TROY signal inh	SRC1 inh	Exocytosis inh	TLR9-MyD88 inh	TWEAK-Fn14 inh	ABHD5-PLIN5 inh	NCOA2 inhibitor	NOD2 RIPK2 PPI
Cc1ccc(NC(=O)CSc2nnc(CNC(=O)c3cccs3)o2)c(C)c1	-3	5	-2	-6	-28	1	0	17	15	-4	-2
CCOc1c(Cl)cc(CNCC(O)c2ccccc2)cc1OC (stereo not given)	-4	-5	19	-7	-20	-1	1	-14	10	-21	-7
Cc1cc(OC(=O)c2ccc(C(C)(C)C)cc2)c([N+](=O)[O-])c(=O)[nH]1	-7	17	-3	-15	-1	-2	0	4	3	15	1
Cc1ccc(S(=O)(=O)NC(CC(C)C)C(=O)N2CCCCCCC2)cc1 (stereo not given)	9	-10	-4	-26	-3	14	0	-1	1	11	-3
c1ccc(C2=NNC(c3ccccn3)=NN2)nc1	-63	-129	-103	-43	-189	7	-9	-3	3	-114	-3
O=C(C1CCCN1S(=O)(=O)c1ccc(Cl)cc1)N1CCOCC1 (stereo not given)	2	1	10	-2	-11	2	5	1	2	12	4
CN(C)CCNC(=O)COc1cccc2c1OC(C)(C)C2	7	-9	-3	4	3	3	5	-3	-2	16	2
COc1ccc(OC)c(/C=C/C(=O)NCCc2nc3ccccc3[nH]2)c1	-9	4	-11	-36	14	-1	-8	8	4	-6	-10
COc1ccc(CCC(C)N(C)Cc2ccccc2)cc1 (stereo not given)	6	3	5	15	4	2	2	1	3	1	13
COc1cccc(Nc2nc(C(N)Cc3ccc(C(F)(F)F)cc3)cs2)n1 (stereo not given)	15	-17	9	-16	-1	12	x	-28	-21	2	6
Cc1ccc(S(=O)(=O)N2CCC(=O)N(CCOCc3cccc(F)c3)CC2)cc1	6	-2	3	-17	-7	-5	-7	5	-2	-2	-6
COc1cc(-c2nnc(-c3cc(-c4ccccc4)nc4ccccc34)o2)cc(OC)c1OC	-5	2	9	3	-9	-2	5	9	-1	94*	-10
Clc1ccc(OCc2nn3c(C4CCCCC4)nnc3s2)c(Cl)c1	-8	12	-8	6	-9	-2	4	-44	1	-3	-3
CN(C1CCCCC1)S(=O)(=O)c1ccc(NC(=S)NC(=O)c2cccs2)cc1	12	-6	2	4	9	-5	3	8	-8	22	-3
O=C(O)[C@@H]1Cc2ccccc2N1	-5	13	16	-25	-1	6	-3	9	0	11	-7
COc1ccccc1OCC(=O)Nc1ccc(Cl)cc1	-40	-57	-78	-51	-41	2	2	-20	2	-67	6
CCCCCc1nnc(NC(=O)c2ccc(N3CCCC3=O)cc2)s1	-25	6	-7	8	3	1	5	-8	-3	15	3
CC[C@]12c3[nH]c4ccccc4c3CCN1C(=O)C(CC(=O)NCC13CC4CC(CC(C4)C1)C3)C[C@@H]2C(=O)N1CCN(C(=O)c2ccco2)CC1 (stereo not given in full)	19	-14	-6	13	1	2	-3	17	0	16	-9
Cc1ccc(C(=O)Oc2ccc(-c3nnco3)cc2)o1	3	1	13	4	-6	-4	7	-4	-7	-4	9
CC(C(=O)Nc1nnc(C2CC2)s1)N1C(=O)C2CC=CCC2C1=O (stereo not given)	-3	-22	4	-3	0	1	5	16	4	-14	-5
O=C1C=C(NCc2ccc(Cl)cc2)CCC1	-3	5	-6	-6	11	3	-7	9	-2	-4	12
CN(C)S(=O)(=O)N1CCC(Oc2cccc(C(=O)NCCC3=CCCCC3)c2)CC1	56*	12	11	37	5	3	0	50*	-8	27	2

Reformatted with bars between the fields: 3 of the compounds above
Compound | NR2F2 inh | SRC3 inh | LRH-1 inv ag | TROY signal inh | SRC1 inh | Exocytosis inh | TLR9-MyD88 inh | TWEAK-Fn14 inh | ABHD5-PLIN5 inh | NCOA2 inhibitor | NOD2 RIPK2 PPI
CN(CCOC(=O)c1cccc(F)c1)Cc1ccccc1 | -4 | -5 | -7 | -12 | 3 | 0 | -5 | -6 | -2 | -4 | -7
O=C(C=Cc1cccc(O)c1)c1ccccc1O | -9 | -25 | 5 | -16 | -12 | -6 | -4 | 65* | 45* | -3 | 3
O=C(Nc1nnc(-c2ccc(Cl)cc2)o1)Nc1ccccc1F | -10 | 6 | -44 | -18 | -13 | 4 | -1 | 3 | -5 | -8 | 0
